ALDH1A1 inh: qHTS Assay for Inhibitors of Aldehyde Dehydrogenase 1 (ALDH1A1); Purified ALDH1A1, NADH fluorescence, propionaldehyde substrate; AID 1030, 2008; Aldehyde dehydrogenase 1A1 (Homo sapiens), P00352; Potency, µM (titrated, usually from 75.3 µM), for inactives: at the top dose activity, negative = inhibition, actives largely listed as inhibitors; 220,000 compounds, 7.3% hits; active = well fitted inhibition curve with a large enough effect, not every such curve was filed as active; inconclusive = small, poorly fitted or top-dose-only effect, or another doubt; inactive = no such curve, though single readings can be large or run the other way;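 also: plate controls were no enzyme wells and a reference inhibitor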
Target sequence (P00352 whole entry, looked up): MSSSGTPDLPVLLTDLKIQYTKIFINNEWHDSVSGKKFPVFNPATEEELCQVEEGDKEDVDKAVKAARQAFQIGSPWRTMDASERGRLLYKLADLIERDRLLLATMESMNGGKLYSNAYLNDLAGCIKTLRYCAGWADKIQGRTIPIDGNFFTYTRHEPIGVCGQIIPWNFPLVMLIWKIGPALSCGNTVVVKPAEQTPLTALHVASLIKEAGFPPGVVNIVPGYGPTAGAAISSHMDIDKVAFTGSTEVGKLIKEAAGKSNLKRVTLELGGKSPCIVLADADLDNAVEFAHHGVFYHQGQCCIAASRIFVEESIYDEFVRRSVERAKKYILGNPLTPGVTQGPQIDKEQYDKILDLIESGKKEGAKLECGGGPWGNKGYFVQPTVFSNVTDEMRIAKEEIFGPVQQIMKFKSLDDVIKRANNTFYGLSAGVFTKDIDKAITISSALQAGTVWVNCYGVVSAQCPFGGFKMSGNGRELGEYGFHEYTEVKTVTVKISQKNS
GoLoco inh red: qHTS Assay for Inhibitors of RGS12 GoLoco Motif Activity (Red Fluorophore) | Guanine nucleotide-binding protein G(i) subunit alpha-1 (Homo sapiens), P63096 | Gai1:RGS12 GoLoco peptide FP, rhodamine, 10 min | Potency, µM (titrated, usually from 61.6 µM), for the others: at the top dose activity, negative = inhibition, hits mostly inhibitors | 230,000 compounds, 0.44% hits | AID 880, 2007; active = well fitted inhibition curve with a large enough effect, not every such curve was filed as active; inactive = no such curve, though single readings can be large or run the other way; also: % is scaled to controls: 0 for no effect and ±100 for the full control effect; nearly all actives have a fitted effect of over 30% in size; many of its hits are not listed in these tables
SMN2 splice enh: qHTS Assay for Enhancers of SMN2 Splice Variant Expression | HEK293 SMN2-luciferase splicing reporter, luminescence, 30-36 h | Potency, µM (series often up to 46.1 µM), inactives show at the highest dose activity change, positive = activation, actives largely listed as activators | 210,000 compounds, 2.8% hits | AID 1458, 2008; also: % of control where 0% means no effect; nearly all actives have a fitted effect of over 55% in size
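HEK293 cells carry an SMN2 […]–luciferase reporter in which exon 7 inclusion puts luciferase in frame. Cells were plated 10-12 h before compound addition, then incubated 30-36 h at 37C. ONE-Glo luminescence was read; sodium butyrate at 4.5 mM final served as control.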
JMJD2E inh: qHTS Assay for Inhibitors of Human Jumonji Domain Containing 2E (JMJD2E); Lysine-specific demethylase 4E (Homo sapiens), B2RXH2; JMJD2E catalytic domain, FDH-coupled NADH fluorescence (FDH is formaldehyde dehydrogenase); AID 2147, 2009; 230,000 compounds, 1.6% hits; Potency, µM (top dose mostly 57.1 µM), without a hit: at the top dose activity change, negative = inhibition, usual class: inhibitors; active = well fitted inhibition curve with a large enough effect, not every such curve was filed as active; inconclusive = small, poorly fitted or top-dose-only effect, or another doubt; inactive = no such curve, though single readings can be large or run the other way;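 also: 0% = wells with enzyme and -100% = buffer wells without enzyme; nearly all actives have a fitted effect of over 50% in size; many of its hits are not listed in these tables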
TexasRed fluor: Total Fluorescence Counterscreen for Inhibitors of the Interaction of Thyroid Hormone Receptor and Steroid Receptor Coregulator 2. TRb/SRC2 Texas Red total fluorescence interference. Potency, µM (top dose mostly 106 µM), inactives show at the highest dose fluorescence change, negative = quenching. 280,000 compounds, 0.29% hits. AID 1479, 2009; active = well fitted curve in either direction with a large enough effect; inconclusive = small, poorly fitted or top-dose-only effect; also: % is scaled to controls: 0 for no effect and ±100 for the full control effect
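Flags fluorescent or light-absorbing compounds by total fluorescence, S + 2P, at 555 nm excitation and 632 nm emission. Mixture: 20 nM Texas Red SRC2 peptide, 0.6 uM human TRb LBD, 1 uM T3, 5% DMSO; compound exposure 5 h at ambient temperature.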
TRb-SRC2 inh: qHTS for Inhibitors of the Interaction of Thyroid Hormone Receptor and Steroid Receptor Coregulator 2. Thyroid hormone receptor beta (Homo sapiens), P10828. TRbeta-SRC2 peptide binding, fluorescence polarization; receptor liganded with 1 µM T3. Potency, µM (top dose mostly 106 µM), for inactives: top-dose activity change, negative = inhibition, hits mostly inhibitors. 280,000 compounds, 0.065% hits. AID 1469, 2008;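 also: plate controls were bound peptide for no effect and peptide without receptor for full effect; nearly all actives have a fitted effect of over 50% in size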
Target sequence (P10828 whole entry, looked up): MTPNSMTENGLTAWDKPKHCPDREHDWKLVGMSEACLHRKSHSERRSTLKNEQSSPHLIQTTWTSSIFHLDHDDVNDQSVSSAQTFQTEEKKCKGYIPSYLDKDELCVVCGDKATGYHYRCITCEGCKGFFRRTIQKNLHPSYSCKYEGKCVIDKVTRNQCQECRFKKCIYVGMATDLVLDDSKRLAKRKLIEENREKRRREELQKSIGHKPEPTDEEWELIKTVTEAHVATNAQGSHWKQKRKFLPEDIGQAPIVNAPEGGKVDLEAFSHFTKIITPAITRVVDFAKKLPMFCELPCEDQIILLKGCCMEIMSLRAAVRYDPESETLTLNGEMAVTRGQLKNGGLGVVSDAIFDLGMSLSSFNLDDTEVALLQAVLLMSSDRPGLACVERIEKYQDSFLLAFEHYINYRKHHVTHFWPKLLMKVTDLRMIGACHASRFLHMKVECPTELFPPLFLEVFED
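Binding of a 20-amino-acid Texas Red SRC2 peptide (20 nM) to TRb ligand-binding domain (0.6 uM) with agonist T3 at 1 uM was followed by fluorescence polarization after a 5 hr room-temperature incubation.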
Lamin A splicing: qHTS Assay for Modulators of Lamin A Splicing; AID 1487, 2009; Potency, µM (doses to about 46.1 µM), for inactives: at the highest dose ratio change, negative = inhibition, actives largely listed as inhibitors; HeLa LMNA splicing GFP/RFP minigene ratio, 48 h; 200,000 compounds, 0.01% hits; active = well fitted inhibition curve with a large enough effect in the signal ratio, with a control signal flat, not every such curve was filed as active; inconclusive = small, poorly fitted or top-dose-only effect, or effect the other way, or a change in a side signal; the % refers to the signal ratio; also: % is scaled to controls: 0 for no effect and ±100 for the full control effect
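S3 HeLa cells stably expressing lamin A-EGFP splicing minigene plus DsRed2, 600 cells/well, 48 h compound exposure at 37C. Laser-scanning cytometry; analysed as GFP (500-530 nm)/RFP (575-640 nm) total intensity ratio; 0.5% DMSO vehicle.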
RECQ1 inh: qHTS Assay for Inhibitors of RecQ-Like Dna Helicase 1 (RECQ1); ATP-dependent DNA helicase Q1 (Homo sapiens), P46063; RECQ1 DNA unwinding, red fluorescence kinetic read; Potency, µM (titrated, usually from 57.3 µM), for inactives: top-dose activity, negative = inhibition, usual class: inhibitors; 240,000 compounds, 0.54% hits; AID 2549, 2010;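 also: plate controls were vehicle for no effect and no enzyme for full effect; nearly all actives have a fitted effect of over 30% in size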
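50 nM RECQ1T1 preincubated 15 min with compound in Tris pH 8.0 buffer with MgCl2, DTT, Tween-20 and 2.5 ug/ml poly(dI-dC); started with 200 nM TAMRA/BHQ-2 forked duplex and 2 mM ATP. Unwinding read as fluorescence (525/598 nm), two reads 2 h apart.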
* marks the source's active call; other numbers are inactive results; & = joins results of further samples; [ ] = another dose, or the depositor's remark. Unless noted, calls follow the shape of the dose curve; as a rule, active = well fitted curve in the direction sought with a large enough effect; inconclusive = small, poorly fitted or top-dose-only effect, or another doubt; inactive = no such curve, though single readings can be large; an effect the other way counts as inactive or inconclusive. Potency is read from the fitted curve at half-maximal effect.

Screening CCCNC(=O)CSc1nnc(-c2ccccc2Br)n1-c1cccc(C(F)(F)F)c1 returned ALDH1A1 inh 2%, JMJD2E inh -1%, TexasRed fluor -5%, TRb-SRC2 inh -3%, Lamin A splicing -18% and RECQ1 inh -9%.
`CC(=O)N1CCN(c2ccc([N+](=O)[O-])cc2)CC1` gave ALDH1A1 inh 1%, GoLoco inh red 9%, JMJD2E inh 2%, TexasRed fluor -1%, TRb-SRC2 inh 3%, Lamin A splicing 1%[46 µM] and RECQ1 inh 2%.
Screening COC/C=C/C1=CC2=CC(=O)C(C)(OC(=O)CCc3ccccc3)C(=O)C2=CO1 (stereo not given) returned ALDH1A1 inh 7%, GoLoco inh red 3%, SMN2 splice enh -2%, JMJD2E inh -2%, TexasRed fluor -3%, TRb-SRC2 inh 10% and RECQ1 inh -3%.
`Cc1cc(C)cc(OCC(O)CN2C(=O)NC(C)(C)C2=O)c1` (stereo not given) gave ALDH1A1 inh 2%, GoLoco inh red 1%, SMN2 splice enh -7%, JMJD2E inh -3%, TexasRed fluor -1%, TRb-SRC2 inh -8%, Lamin A splicing -1% and RECQ1 inh -11%.
Screening O=C1CC(N2CCN(C/C=C/c3ccccc3)CC2)C(=O)N1CCc1ccccc1 (stereo not given) returned ALDH1A1 inh -7%, GoLoco inh red 1%, SMN2 splice enh -38%[inhibitor], JMJD2E inh -1%, TexasRed fluor -1%, TRb-SRC2 inh 2%, Lamin A splicing -16% and RECQ1 inh -5%.
Cc1cc(NC(=O)CSc2ncnc3ccccc23)no1 was read as ALDH1A1 inh 2%, GoLoco inh red 0%, SMN2 splice enh -17%, JMJD2E inh 2%, TexasRed fluor -5%, TRb-SRC2 inh -7%, Lamin A splicing -28% and RECQ1 inh 1%.
`CCCNC(=O)C1CC(c2ccc(C(F)(F)F)cc2)=NO1` (stereo not given) gave GoLoco inh red 9%, JMJD2E inh 3%, TexasRed fluor -1%, TRb-SRC2 inh 0% and RECQ1 inh inactive.
`c1ccc(Nc2nc3ccccc3n3cnnc23)cc1` gave ALDH1A1 inh -4%, GoLoco inh red -5%, SMN2 splice enh -36%[inhibitor], JMJD2E inh -12%, TexasRed fluor 6%, TRb-SRC2 inh 10%, Lamin A splicing inconclusive and RECQ1 inh 1%.
CSc1nnnn1-c1cccc(O)c1 was read as ALDH1A1 inh 10%, GoLoco inh red 5%, SMN2 splice enh inconclusive, JMJD2E inh -3%, TexasRed fluor 2%, TRb-SRC2 inh -10%, Lamin A splicing 3% and RECQ1 inh 7%.
For Cc1ccccc1CS(=O)(=O)Cc1ccc(C(=O)NCCCN2CCCC2=O)o1 the results were ALDH1A1 inh -7%, GoLoco inh red 3%, SMN2 splice enh inconclusive, JMJD2E inh -3%, TexasRed fluor 2%, TRb-SRC2 inh 6%, Lamin A splicing 3% and RECQ1 inh 0%.
Screening c1ccc(-n2cnc3cc(NCc4ccncc4)ccc32)cc1 returned ALDH1A1 inh inconclusive, GoLoco inh red -6%, SMN2 splice enh -96%[inhibitor], JMJD2E inh inconclusive, TexasRed fluor -6%, TRb-SRC2 inh 8%, Lamin A splicing -16% and RECQ1 inh 12%.
`O=C(c1ccc(OC2CCN(Cc3ccccn3)CC2)cc1)N1CCCCO1` gave ALDH1A1 inh inconclusive, GoLoco inh red 1%, JMJD2E inh 3%, TexasRed fluor -5%, TRb-SRC2 inh -3% and RECQ1 inh inactive.
`Cc1ccc(NC(=O)c2ccc3c(c2)C(=O)N(CC2CCCO2)C3=O)cc1C` (stereo not given) gave ALDH1A1 inh 3.2µM*, GoLoco inh red 7%, JMJD2E inh 6%, TexasRed fluor 2%, TRb-SRC2 inh 7%, Lamin A splicing 15%[9.22 µM] and RECQ1 inh 4%.
`O=c1c(Br)c(Br)cnn1-c1ccccc1` gave ALDH1A1 inh 7.1µM*, GoLoco inh red -4%, SMN2 splice enh -104%[inhibitor], JMJD2E inh 3%, TexasRed fluor -2%, TRb-SRC2 inh -11%, Lamin A splicing inconclusive and RECQ1 inh -8%.
`CC(=O)N1CCCc2cc(S(=O)(=O)N(CC(C)C)CC(C)C)ccc21` gave ALDH1A1 inh inconclusive, GoLoco inh red 12%, SMN2 splice enh -24%, JMJD2E inh 1%, TexasRed fluor -2%, TRb-SRC2 inh -4%, Lamin A splicing inconclusive and RECQ1 inh inactive.
O=C(CN1CC(=O)Nc2ccccc21)Nc1ccc(F)c(F)c1 was read as ALDH1A1 inh 6.3µM*, GoLoco inh red -5%, SMN2 splice enh inconclusive, JMJD2E inh inconclusive, TexasRed fluor 0%, TRb-SRC2 inh -6%, Lamin A splicing 10%[46 µM] and RECQ1 inh -2%.
`CC(=O)c1cc(-c2ccccc2)n(CC(=O)N2CCCCC2)c1C` gave ALDH1A1 inh 1%, GoLoco inh red 2%, SMN2 splice enh 1%, JMJD2E inh 4%, TexasRed fluor 3%, TRb-SRC2 inh -2%, Lamin A splicing -3% and RECQ1 inh -7%.
Cc1nc(Cl)c(C#N)c2c1CCCC2 was read as GoLoco inh red 5%, JMJD2E inh inconclusive, TexasRed fluor -3%, TRb-SRC2 inh 5% and RECQ1 inh -2%.
CCOc1ccccc1N(CC(=O)NCCOC)C(=O)CCC(=O)Nc1ccccn1 was read as ALDH1A1 inh 1%, GoLoco inh red 13%, SMN2 splice enh 3%, JMJD2E inh inconclusive, TexasRed fluor -1%, TRb-SRC2 inh 6% and RECQ1 inh inactive.
For COc1ccc(C2=C(Nc3ccccc3)c3ccccc3C2=O)cc1 the results were ALDH1A1 inh 10%, GoLoco inh red 12%, SMN2 splice enh 1%, JMJD2E inh -7%, TexasRed fluor 3%, TRb-SRC2 inh -15%, Lamin A splicing -20% and RECQ1 inh 2%.
Screening CC(=O)OC1CCC23CC1(C)CCC2C(C)(C)CC3OC(C)=O (stereo not given) returned ALDH1A1 inh 6%, GoLoco inh red 4%, SMN2 splice enh -1%, JMJD2E inh 11%, TexasRed fluor -1%, TRb-SRC2 inh 0%, Lamin A splicing -10% and RECQ1 inh inactive.
N#Cc1c(NC(=O)CCCC(=O)O)sc2c1CCCCC2 was read as ALDH1A1 inh inconclusive, GoLoco inh red 0%, SMN2 splice enh 1.3µM*, JMJD2E inh -1%, TexasRed fluor -7%, TRb-SRC2 inh -6%, Lamin A splicing 5% and RECQ1 inh inactive.
For CCOC(=O)N1CCN(C2CC(=O)N(c3ccccc3)C2=O)CC1 (stereo not given) the results were ALDH1A1 inh -2%, GoLoco inh red -14%, SMN2 splice enh 3%, JMJD2E inh 3%, TexasRed fluor 3%, TRb-SRC2 inh -2%, Lamin A splicing 1% and RECQ1 inh -2%.
For Cc1ccc(N(C(=O)Cc2cccs2)C(C(=O)NCC2CCCO2)c2ccncc2)cc1 (stereo not given) the results were ALDH1A1 inh -13%, GoLoco inh red 7%, JMJD2E inh 12%, TexasRed fluor 2%, TRb-SRC2 inh 3%, Lamin A splicing -3%[46 µM] and RECQ1 inh -3%.
O=C(NN1CCOCC1)c1cc(-c2ccncc2)nc2ccccc12 was read as ALDH1A1 inh -8%, GoLoco inh red 12%, SMN2 splice enh 13%, JMJD2E inh 1%, TexasRed fluor -2%, TRb-SRC2 inh -6%, Lamin A splicing -1%[46 µM] and RECQ1 inh inactive.
CCC(=O)Nc1cc(C(F)(F)F)ccc1N1CCCC1 was read as ALDH1A1 inh 11%, GoLoco inh red 17%, SMN2 splice enh -12%, JMJD2E inh -1%, TexasRed fluor -3%, TRb-SRC2 inh 1% and RECQ1 inh 23%.
COc1ccc2c(=O)cc(-c3ccccc3F)oc2c1 was read as ALDH1A1 inh inconclusive, GoLoco inh red 11%, JMJD2E inh inconclusive, TexasRed fluor -6%, TRb-SRC2 inh 2% and RECQ1 inh 1%.
Screening COc1ccc(-n2cc(-c3ccccc3)c3c(=O)[nH]cnc32)cc1 returned ALDH1A1 inh -2%, GoLoco inh red 6%, SMN2 splice enh 3%, JMJD2E inh -4%, TexasRed fluor -4%, TRb-SRC2 inh -3%, Lamin A splicing -11% and RECQ1 inh -1%.
`Cc1ccc2nc(Cl)c(/C=C/C(=O)c3ccco3)cc2c1` gave GoLoco inh red 12%, JMJD2E inh -7%, TexasRed fluor 0%, TRb-SRC2 inh -1% and RECQ1 inh -5%.
Cc1ccc(Cl)cc1N1CCN(S(=O)(=O)c2ccc3c(c2)oc(=O)n3C)CC1 was read as ALDH1A1 inh 6%, GoLoco inh red 3%, SMN2 splice enh -25%, JMJD2E inh 2%, TexasRed fluor 0%, TRb-SRC2 inh 1%, Lamin A splicing inconclusive and RECQ1 inh -11%.
Cn1c(N)c(C(=O)COC(=O)c2cc(C(F)(F)F)nc3ccccc23)c(=O)n(C)c1=O was read as ALDH1A1 inh 2%&0%, GoLoco inh red 4%&8%, SMN2 splice enh -1%&-27%, JMJD2E inh -1%&6%, TexasRed fluor -5%&-1%, TRb-SRC2 inh 8%&-2%, Lamin A splicing -10% and RECQ1 inh 6%.
`COC(=O)C(CC(=O)O)NCc1ccco1` (stereo not given) gave GoLoco inh red 5%, JMJD2E inh -12%, TexasRed fluor -8%, TRb-SRC2 inh 0% and RECQ1 inh -7%.

From PubChem BioAssay

These rows are one share of the data; rates above refer to the full screens.
